Screens (PubChem BioAssay)
LEDGF integ inh – blocks HIV-1 LEDGF/p75-dependent DNA integration; TR-FRET IN-LEDGF/p75 DNA integration, Eu/Cy5; inhibition, % at 3.7 µM; 370,000 compounds, 0.64% hits;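 active means inhibition above the screen-wide mean plus 3 SD, cut at about 13% in these data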;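 further: signal is the Cy5 over europium emission ratio at 671 and 618 nm; 0% = plate median of compound wells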
HTRA1 inhibitor – blocks human HTRA1 serine peptidase | Q92743 | recombinant HTRA1, FP-rhodamine activity-based probe, fluorescence polarization | inhibition, % at 5.96 µM | 340,000 compounds, 0.5% hits | AID 504803; in the data active means inhibition above about 36%;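 further: 0% = enzyme with DMSO and 100% = wells lacking enzyme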
Target sequence (Q92743 whole entry, looked up): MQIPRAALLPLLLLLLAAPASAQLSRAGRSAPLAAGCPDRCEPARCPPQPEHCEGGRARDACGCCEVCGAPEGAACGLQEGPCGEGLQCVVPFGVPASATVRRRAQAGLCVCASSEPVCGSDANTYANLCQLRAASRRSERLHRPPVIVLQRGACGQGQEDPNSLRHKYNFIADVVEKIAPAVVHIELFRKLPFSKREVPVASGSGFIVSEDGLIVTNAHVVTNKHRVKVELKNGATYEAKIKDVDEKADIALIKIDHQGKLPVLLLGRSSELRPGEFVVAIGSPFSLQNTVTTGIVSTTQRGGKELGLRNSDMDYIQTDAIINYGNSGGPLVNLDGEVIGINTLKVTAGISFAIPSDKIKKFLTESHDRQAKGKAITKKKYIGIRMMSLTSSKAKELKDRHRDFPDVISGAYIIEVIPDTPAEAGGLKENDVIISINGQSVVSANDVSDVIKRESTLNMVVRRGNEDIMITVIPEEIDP
PG9 Ab binder – binds the HIV-1 gp120 antibody PG9 | TR-FRET gp120-PG9 antibody binding | inhibition, % at 6.7 µM | 360,000 compounds, 0.43% hits | AID 624416; in the data active means inhibition above about 8.5%
Rev-erbA mod – modulators of human Rev-erb alpha DNA binding; P20393; Rev-erbα–FITC-DNA binding, fluorescence polarization, 90 min; activity, % at 10 µM; 370,000 compounds, 0.79% hits;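 active means activity above about 14%, limit read from the data; passing the limit was not always enough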;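 further: 0% = DMSO wells with 35 nM protein and 100% = DMSO wells with 750 nM protein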
rCAG RNA binder – binds r(CAG) RNA repeats; 370,000 compounds, 1.3% hits; inhibition, % at 3 µM; r(CAG) RNA repeat, TO-PRO-1 dye displacement fluorescence;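 active means inhibition above the plate cutoff, the mean of all test compounds on that plate plus 3 SD, cut at about 35% in these data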;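 further: 0% = DMSO alone and 100% = 100 µM mitoxantrone as full dye displacement; higher means more dye released from RNA so lower well fluorescence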
mABHD4 FP – inhibits mouse alpha/beta hydrolase domain 4. AID 720543. 370,000 compounds, 0.54% hits. purified mABHD4, FP-Rh probe fluorescence polarization. Q8VD66. inhibition, % at 8.92 µM;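 active means inhibition exceeding the mean over every tested compound plus 3 SD, cut at about 30% in these data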;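 further: 0% = plate median of compound wells and 100% = S159A mutant with DMSO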
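Test system: mouse ABHD4 enzyme, wild type. Reagent: FP-Rh fluorescent activity-based probe, added after compound pre-incubation. Timing: pre-incubation 45 min, probe exposure 60 min, at 25 °C. Technique: FP readout, ex 525 nm / em 598 nm. Benchmarks: high control S159A mutant with DMSO, low control median of compound wells.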
TCR CD3 inh – inhibitors of human TCR-CD3 interaction | TAMRA-labeled TCR probe fluorescence, biochemical | 360,000 compounds, 0.37% hits | inhibition, % at 9.4 µM; in the data active means inhibition above about 19%;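 further: recombinant mutant TCR 2C K166C tagged with TAMRA read by polarization; 0% = receptor in buffer alone and 100% = receptor with positive control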
UHRF1 binding – human UHRF1 methylated DNA binding inhibitors; UHRF1 binding to methylated oligo, TR-FRET; inhibition, % at 4.4 µM; Q96T88; 370,000 compounds, 0.75% hits; in the data active means inhibition above about 21%;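 further: UHRF1 SRA domain binding a hemimethylated CpG hairpin DNA probe; 0% = median of test compound wells and 100% = reference inhibitor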
PRMT1 FP inh – blocks human protein arginine methyltransferase 1. recombinant PRMT1, activity-based probe fluorescence polarization. 370,000 compounds, 1.3% hits. inhibition, % at 2.79 µM. AID 652257;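 active means inhibition above about 21% made by adding two undisclosed values, limit read from the data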
MBD2 DNA inh – MBD2-methylated oligo binding inhibition; Q9UBB5; inhibition, % at 4.4 µM; AID 686964; TR-FRET, MBD2 binding to methylated oligonucleotide; 370,000 compounds, 0.31% hits; in the data active means inhibition above about 13%
Target sequence (Q9UBB5 whole entry, looked up): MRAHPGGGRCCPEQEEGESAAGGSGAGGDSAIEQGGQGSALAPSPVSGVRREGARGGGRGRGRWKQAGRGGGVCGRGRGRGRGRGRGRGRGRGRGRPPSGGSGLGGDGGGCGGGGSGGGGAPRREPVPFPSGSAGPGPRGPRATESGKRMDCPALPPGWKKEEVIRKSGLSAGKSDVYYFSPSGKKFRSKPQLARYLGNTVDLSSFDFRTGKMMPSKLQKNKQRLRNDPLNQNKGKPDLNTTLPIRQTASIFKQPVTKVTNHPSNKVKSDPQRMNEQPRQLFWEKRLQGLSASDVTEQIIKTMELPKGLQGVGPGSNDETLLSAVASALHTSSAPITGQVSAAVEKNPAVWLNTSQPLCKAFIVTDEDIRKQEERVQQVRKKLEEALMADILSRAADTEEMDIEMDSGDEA
Starred values were filed as active, the others as inactive; nt = no result given. This is a subset. The share of hits here may be higher or lower than overall.

SMILES	LEDGF integ inh	HTRA1 inhibitor	PG9 Ab binder	Rev-erbA mod	rCAG RNA binder	mABHD4 FP	TCR CD3 inh	UHRF1 binding	PRMT1 FP inh	MBD2 DNA inh
CCOC1CCCc2oc(-c3ccsc3)c(-c3cnc(OC)nc3)c21 (stereo unspecified)	-13	nt	-1.8	-4	5	5	-5	18	3	5
CC(C)n1cc(NC(=O)C2CC(c3cccc(Br)c3)=NO2)cn1 (stereo unspecified)	0	-11	-0.2	2	2	-17	4	3	1	3
CCC(NC(=O)CCc1c(C)c2cc3c(C)c(C)oc3cc2oc1=O)C(=O)N[C@@H](Cc1ccccc1)C(=O)O (stereo partly specified)	-1	-7	-0.3	3	25	-3	-4	2	3	7
CCCNC(=O)C1(C)CCCN(Cc2ccc(Oc3ccccc3)cc2)C1 (stereo unspecified)	6	nt	-1.1	7	-3	1	4	3	1	3
CC1CN(S(=O)(=O)c2ccc(C(=O)Nc3nc(-c4cc5ccccc5o4)cs3)cc2)CC(C)O1 (stereo unspecified)	-2	1	63*	64*	4	-2	-3	1	0	0
COc1ccccc1C(=O)NCC(=O)OCC(=O)Nc1ccc2[nH]c(=O)[nH]c2c1	-5	-1	0.0	-4	1	-5	1	5	4	5
CCCCN(CCCC)CC(O)Cn1c2ccccc2c(=O)c2ccccc21 (stereo unspecified)	-4	nt	0.1	-3	-5	9	1	-1	1	1
Cc1ccccc1-c1cc(C(=O)Nc2sc(C(=O)OC(C)C)c(C)c2C#N)c2ccccc2n1	2	-13	-1.8	3	47*	4	1	0	3	-3
CC(=O)c1ccc2c(c1)c(C#N)c1ccccc1[n+]2[O-]	7	-1	-2.7	2	-6	11	-7	-10	20	-21
COc1ccc(C2SCC(=O)N2Cc2ccccc2)cc1 (stereo unspecified)	-2	-3	0.0	-3	4	-1	-2	1	8	1
COc1ccc(-n2nnnc2C(c2ccccc2OC(F)(F)F)N2CCN(C/C=C/c3ccccc3)CC2)cc1 (stereo unspecified)	-2	nt	-1.9	0	6	0	-7	14	2	6
C[C@@H]1ON(C)[C@H]2C[C@H]3c4[nH]c5c(-c6ccccc6)cccc5c4CCN3C[C@@H]12	2	nt	-1.3	-4	7	3	-1	-2	-3	-6
O=C(Nc1ccc(Cl)cc1)c1ccc(-c2ccccn2)s1	4	nt	-14	0	2	-14	-1	-1	-8	2
Cc1ccc(-c2nn(-c3ccccc3)cc2C(=O)N2CCN(C3CCS(=O)(=O)C3)CC2)cc1 (stereo unspecified)	1	3	-0.9	5	4	-1	-5	6	-2	8
COc1ccccc1C(=O)Nc1ccccc1C(=O)N1C(C)CCCC1C (stereo unspecified)	5	2	-0.7	10	-7	4	6	1	-2	2
COC(=O)C1=C(C)N=c2s/c(=C/c3cccs3)c(=O)n2C1c1cccs1 (stereo unspecified)	2	-7	-1.5	0	16	-13	-12	4	3	-2
CC(=O)Nc1cc(-c2cccc(N)c2)cn2c(-c3ccccc3)cnc12	-3	nt	0.4	-5	12	11	2	-3	0	-2
COc1ccc(CCN(C)C(=O)CSc2ncnc3sccc23)cc1OC	0	-2	-1.9	-4	-2	0	3	0	0	-2
COCCNC(=O)C(=O)N/N=C(\C)CC(=O)Nc1cccnc1	3	4	0.9	0	0	-5	2	-4	-4	-6
CCC(CC)NC(=O)Cc1ccccc1[N+](=O)[O-]	3	-6	1.3	-8	5	7	14	3	1	-3
CC(=O)Nc1ccc(NC(=O)CSc2ncc(C(=O)Nc3ccc(F)cc3)c(=O)n2C)cc1	-2	-6	4.0	0	3	-6	1	0	4	2
CC(C)(C)OC(=O)N(CCc1ccccc1)Cc1cccc(OCc2cccc(NC(=O)C3CC3)c2)c1	-1	-47	0.7	-2	8	-33	-1	1	-3	3
COc1ccc(-n2c(SCC(=O)N3CCC(C(=O)O)CC3)nc3ccccc3c2=O)cc1OC	4	1	-0.1	0	28	9	5	3	10	0
Cc1cnn(-c2nc(-c3cccs3)cc(C(F)(F)F)n2)c1	-1	-5	-3.0	7	1	-8	2	-1	2	1
Fc1cccc(Cn2cc(C(=S)N3CCOCC3)c3ccccc32)c1	-1	-3	-3.0	2	-4	-14	-4	4	1	2
COc1ccc(N(CC(=O)N/N=C/c2ccccc2F)S(=O)(=O)c2ccccc2)cc1	0	-12	-1.2	10	2	-6	1	0	1	2
CC1CN(C(=O)c2ccc3c(c2)OCO3)CC(C)O1 (stereo unspecified)	-1	0	-0.8	10	0	1	-2	0	-3	-1
CCC1CCCCN1CCCNC(=O)Cn1ncn2nc(-c3ccc(OC)cc3)cc2c1=O (stereo unspecified)	3	1	-0.7	1	1	1	12	-1	1	-1
O=C(CN1C(=O)C2C3C=CC(C3)C2C1=O)NCc1ccccc1 (stereo unspecified)	2	-4	-0.6	0	3	-2	2	6	0	1
CCN1C(=O)C(=O)N(CC(=O)N2CCN(c3ccccc3)CC2)C1=O	1	8	1.9	3	0	5	6	0	-3	3
CON(C)c1nc(Oc2ccc(=O)[nH]n2)nc(N(C)C)n1	5	-1	1.4	-5	2	-8	-12	8	3	2
C=CCNc1nc(NCc2ccco2)nc(OCC)n1	-1	-4	-2.3	-2	-3	-8	3	-5	-1	0
O=C(CN(c1ccc(F)cc1)S(=O)(=O)c1ccccc1)Nc1ccccc1C(=O)O	6	-2	-4.5	-2	29	-10	-11	4	1	-1
COc1cccc(NC(=O)CN2CCc3ccccc3C2)c1	8	-9	0.3	4	3	0	-6	2	-2	-2
O=C(NC(=S)NC1CCS(=O)(=O)C1)c1ccccc1Br (stereo unspecified)	0	2	0.1	-5	-2	6	5	1	-4	-3
C[C@H]1C2CC(OC(=O)Nc3cccc(C(F)(F)F)c3)C(C2)[C@H]2CCCCN21 (stereo partly specified)	-1	nt	nt	-2	-1	7	nt	0	0	3
CC(=O)c1cccc(NC(=O)c2cnn(-c3ccccc3)c2C)c1	-2	3	0.0	5	-3	3	4	1	-1	-4
O=C(COC(=O)/C=C/c1ccc(Cl)cc1)NCc1cccs1	1	0	-0.3	3	3	16	6	-5	1	-3
COc1cc(NC(=O)CN(c2cc(C)cc(C)c2)S(=O)(=O)c2c(C)[nH]c(=O)[nH]c2=O)cc(OC)c1	1	-11	-0.3	10	29	-6	3	-2	3	2
O=C(c1cc2nc(-c3ccccc3)cc(-c3ccccc3)n2n1)N1CCCC1	-1	-4	0.1	-5	0	7	4	-1	0	-5
C=C1CCN([C@H](C(=O)Nc2ccc(OC)cc2)C(C)C)S(=O)(=O)c2ccccc21	-1	-3	0.8	-5	-7	4	2	2	-1	-2
O=C(CSCc1ccccc1)N1CCN(c2cccc(C(F)(F)F)c2)CC1	1	-24	-1.3	-1	5	-8	8	-2	-1	1
Fc1ccccc1NC(=S)N1CCN(C/C=C/c2ccccc2)CC1	-1	-3	-0.1	2	1	7	3	-1	3	5
N#C/C(C(=O)N1CCCCC1)=C1/N=C(NC(=O)c2ccc(F)cc2)c2ccccc21	0	1	-0.4	12	2	0	10	1	-3	-1
O=[N+]([O-])c1ccc(Oc2cccc(Br)c2)c2ccncc12	0	-1	-0.6	-3	2	-2	-7	1	1	3
CCn1ccc(C(=O)Nc2c(C)nn(Cc3c(F)c(F)c(F)c(F)c3F)c2C)n1	1	5	-2.2	-4	-1	1	-1	-1	2	1
Cc1ccccc1OCC(=O)OCC(=O)c1ccc(-c2ccccc2)cc1	-3	-13	-3.3	12	0	-7	1	-1	-2	-1
CCN(CCCNC(=O)CN1C(=O)COc2ccccc21)c1cccc(C)c1	1	-10	1.1	-2	-6	2	-11	-2	4	-4

Quoted at random: five entries already listed
SMILES	LEDGF integ inh	HTRA1 inhibitor	PG9 Ab binder	Rev-erbA mod	rCAG RNA binder	mABHD4 FP	TCR CD3 inh	UHRF1 binding	PRMT1 FP inh	MBD2 DNA inh
COc1cc(NC(=O)CN(c2cc(C)cc(C)c2)S(=O)(=O)c2c(C)[nH]c(=O)[nH]c2=O)cc(OC)c1	1	-11	-0.3	10	29	-6	3	-2	3	2
N#C/C(C(=O)N1CCCCC1)=C1/N=C(NC(=O)c2ccc(F)cc2)c2ccccc21	0	1	-0.4	12	2	0	10	1	-3	-1
Cc1ccccc1OCC(=O)OCC(=O)c1ccc(-c2ccccc2)cc1	-3	-13	-3.3	12	0	-7	1	-1	-2	-1
CCn1ccc(C(=O)Nc2c(C)nn(Cc3c(F)c(F)c(F)c(F)c3F)c2C)n1	1	5	-2.2	-4	-1	1	-1	-1	2	1
CC(=O)c1cccc(NC(=O)c2cnn(-c3ccccc3)c2C)c1	-2	3	0.0	5	-3	3	4	1	-1	-4

Continued.
SMILES	LEDGF integ inh	HTRA1 inhibitor	PG9 Ab binder	Rev-erbA mod	rCAG RNA binder	mABHD4 FP	TCR CD3 inh	UHRF1 binding	PRMT1 FP inh	MBD2 DNA inh
CCCCc1nc2cc(C(=O)N3CCCCC3CCO)ccc2o1 (stereo unspecified)	-6	5	0.0	1	-8	2	4	0	2	3
O=C(NC1CCCCC1)c1cc2ccccc2cc1O	2	3	-2.7	5	15	7	7	2	-1	1
COc1cc(C2CC(=O)NC3=C2C(=O)CC(C)(C)C3)cc(OC)c1O (stereo unspecified)	-2	10	-1.7	9	-2	1	10	-2	-1	-1
Cn1c(SCC(=O)N2CCCCC2)nnc1-c1ccc(S(=O)(=O)N2CCOCC2)cc1	1	0	-0.4	2	-8	-5	10	-2	-2	2
C=CCn1c(C)c(C(=O)OCC)c2cc(O)c3ccccc3c21	-4	2	11*	-1	8	11	0	-3	1	-1
COc1cc(C(=O)NNC(=O)c2cc(S(=O)(=O)N(C)C)ccc2N2CCCC2)cc(OC)c1OC	8	-6	0.3	5	2	-8	-6	4	-1	3
CCOC(=O)c1sc(NC(=O)C2CC2)cc1C	2	-4	0.7	-4	1	-1	-9	2	0	-2
Cc1c(Cl)cccc1NC(=O)CSCC(N)=O	-2	-11	-0.4	-4	-1	3	1	1	2	5
CC1(C)Cc2c(ccc3ccccc23)C(=O)N1	3	-4	-1.9	-2	-2	2	3	1	-2	-9
CC(C)CNc1ncnc2c1sc1nc(N3CCOCC3)c3c(c12)CC(C)(C)OC3	5	-1	-0.2	8	0	-7	-4	1	-1	-4
Cc1ncc(N=Nc2ccccc2Cl)c(-c2ccccc2)n1	0	11	2.5	0	0	-1	-1	0	0	3
O=C(/C=C/c1ccc([N+](=O)[O-])cc1)N(c1ccccn1)C1CCCCC1	2	-2	1.1	-6	11	7	-11	-1	28*	-8
Cc1ccc(OCC(=O)Nc2ccc(S(=O)(=O)N3CCCC3)cc2)cc1	0	-9	0.5	4	8	-14	-7	9	10	1
CCOC(=O)N1CCN(C(=O)C(=O)Nc2ccc3nc4n(c(=O)c3c2)CCCCC4)CC1	-1	-5	-0.6	-5	0	-4	-2	0	1	0
CC1CC(C)CN(S(=O)(=O)c2ccc(NC(=S)NC(=O)c3ccccc3)cc2)C1 (stereo unspecified)	2	-2	0.0	0	1	3	1	-2	2	4
CCCCNC(=O)c1cc(C)no1	2	2	-1.4	-1	-1	-3	-1	1	-1	-3
COc1ccc(/C=C2\SC(=S)N(CCCC(=O)N3CCN(C)CC3)C2=O)cc1	3	-6	-2.2	4	4	-13	2	-4	3	-1
CCCCN(CC)CCNC(=O)c1cc2c(-c3ccc(Cl)cc3)nn(C)c2s1	-2	-62	1.9	-1	3	-9	-4	14	3	7
COCCNCC(O)CON=C1c2ccccc2-c2ccccc21 (stereo unspecified)	3	1	0.6	2	2	0	10	-9	2	-1
Cc1[nH]c2ccc(F)cc2c1CCN(Cc1cccnc1)C(=S)Nc1cccc(F)c1	8	-34	-1.6	2	3	-20	5	-1	-1	-8
